Screens (PubChem BioAssay)
Growth percent in the NCI-60 one-dose screen (48 h, 10 µM unless noted): 100 = growth as untreated, 0 = no growth, -100 = all killed.
SW-620 – SW-620 colon cancer; 82,000 compounds, 5.2% hits
HCT-116 – HCT-116 colon cancer; 82,000 compounds, 7.3% hits
HT29 – HT29 colon cancer; 81,000 compounds, 7.4% hits; AID 1794748
KM12 – KM12 colon cancer cells. 82,000 compounds, 5% hits
IGROV1 – IGROV1 ovarian cancer. AID 1794786. 79,000 compounds, 4.7% hits
HCT-15 – HCT-15 colon cancer | 82,000 compounds, 5.2% hits | AID 1794746
SK-OV-3 – SK-OV-3 ovarian cancer cells; 80,000 compounds, 3.2% hits; AID 1794785
COLO 205 – COLO 205 colon cancer | 79,000 compounds, 7.3% hits | AID 1794742
OVCAR-4 – OVCAR-4 ovarian cancer cells; 80,000 compounds, 3.7% hits; AID 1794784
* = called active by the depositor; x = no result given; & = joins results of further samples; [ ] = dose if it differs, or a comment. Rule for the calls: active = growth percent below 10; inactive = the rest. Rows were taken by chance. About 12% of those tested had a hit in this group.

SMILES	SW-620	HCT-116	HT29	KM12	IGROV1	HCT-15	SK-OV-3	COLO 205	OVCAR-4
COc1ccc(C=Nc2ccc(NC(C)=O)cc2)cc1OC	98.4	104.0	112.5	103.5	110.0	99.9	112.7	109.4	104.2
Cc1ccc(-n2cc(-c3ccccc3)c(C3=NCCN3)c2N)cc1	86.2	79.8	93.2	98.1	72.2	96.1	91.1	96.1	87.6
CC(/C=C/c1ccccc1)=Nc1ccccc1	96.7	21.4	46.4	96.2	79.7	94.8	100.1	100.9	103.2
Nc1c(C(=O)Nc2cccc3ccccc23)sc2nc3c(cc12)CCCCCC3	22.4	7.0*	0.2*	21.9	44.8	24.6	25.7	-2.6*	59.0
O=C1CSC(=Nc2ccc(OCc3nnc(-c4ccc(Cl)cc4)o3)cc2)N1	102.5	93.8	104.4	98.1	89.2	92.1	101.6	103.5	86.5
CC(C)OC(=O)c1ccc2[nH]c(O)c(C(=Nc3ccc(N(C)C(=O)CN4CCN(C)CC4)cc3)c3ccccc3)c2c1	-64.6*	-47.9*	-48.1*	-43.2*	-39.2*	-14.4*	-81.6*	-59.4*	-72.3*
O=C(CN1CCCCC1)Nc1nc2ccc(NCc3ccc(Br)cc3)cc2s1	97.9	80.9	85.1	105.4	99.0	103.0	107.5	113.3	103.2
O=C(O)/C=C/c1ccccc1Cl	97.8&103.9	98.9&105.1	99.5&97.7	113.9&100.9	108.2&99.2	100.1&98.3	99.6&107.0	104.7&111.3	79.2&102.4
COc1ccc(Cl)cc1Nc1nc(C(F)(F)F)ccc1C(=O)N/N=C/c1c(Cl)cccc1Cl	36.9	51.4	52.1	52.7	29.6	30.6	49.7	35.9	39.0
N#Cc1c(-c2ccc(F)cc2)nc(NNC(N)=S)nc1N1CCOCC1	96.3	94.9	99.0	100.5	92.0	98.1	93.4	103.8	98.9
Nc1nc2c(C(=O)Nc3ccc(Cl)cc3)c(Nc3ccccc3)nn2c(-c2ccc(Cl)cc2)c1-c1nc2ccccc2s1	102.8	98.2	106.8	106.3	99.8	101.2	102.5	122.6	102.6
COC(=O)COc1ccc(/C=C2/NC(=O)N(c3ccccc3)C2=O)cc1	99.8	102.5	106.9	111.6	108.2	101.2	120.7	122.3	102.1
Clc1ccc(-c2nc(-c3c[nH]c4ccccc34)cs2)cc1	85.0	89.4	101.8	88.3	60.4	73.0	90.2	119.4	85.9
CC(=O)C1(O)C=C/C(=C/Nc2ccccc2C(=O)O)C1=O (stereo not given)	105.2	102.7	101.8	102.3	97.6	106.5	100.5	108.2	101.9
C=CCc1c(O)c(OC)c2c(c1OC)OCO2	102.4	106.7	105.6	101.6	104.2	104.2	89.4	105.9	98.7
Nc1nc(Cl)c(Cl)nc1C(=O)O	99.2	98.7	104.0	105.1	x	104.0	111.9	122.6	99.8
Cn1c(N)cc(=O)[nH]c1=S	109.0	101.8	106.6	102.9	107.1	106.4	114.9	115.8	119.0
O=C1CCCN1CO	106.2	96.9	94.1	113.0	94.4	95.1	95.7	101.5	99.0
c1ccc2c(c1)oc1cc3sccc3nc12	96.6	96.7	106.1	107.6	95.8	99.5	x	108.9	101.5
CCN(CC)c1ccc(\C=N/N=C(N)/C(N)=N\N=C/c2ccc(N(CC)CC)cc2)cc1	103.9	104.7	99.2	106.2	104.8	92.4	101.6	106.3	109.5
COc1ccc2cc(C(=O)N3CCC([C@@H](C)C(=O)NCc4ccc5c(c4)OCO5)CC3)[nH]c2c1	102.5[50 µM]	33.6[50 µM]	89.6[50 µM]	79.1[50 µM]	41.6[50 µM]	83.0[50 µM]	1.4*[50 µM]	88.5[50 µM]	53.3[50 µM]
Nc1cc2c3cncnc3cc(-c3cccc(Cl)c3)c2c2ncncc12	102.8	81.9	70.9	87.0	72.8	91.7	90.7	x	90.4
C=CC(=O)N[C@H](CO)Cc1ccc(-c2cc(Cl)cc(Cl)c2)cc1	101.1	87.4	80.4	93.5	94.2	96.3	91.7	98.3	91.2
Cc1cc(Br)ccc1-n1cc(C#N)c(N)c1C(=O)c1ccc(Cl)cc1	108.1	93.6	103.4	107.3	108.6	100.8	116.0	119.1	110.9
COc1ccc(-c2c(C#N)c(-c3ccccc3)nc3c2c(-c2ccc(Cl)cc2)nn3-c2ccccc2)cc1	100.3	93.2	97.5	103.7	107.0	111.2	98.2	107.7	113.5
O=C1/C(=C/c2ccc(Br)cc2)SC(=S)N1c1cccnc1	104.2	99.8	112.0	107.0	105.5	98.2	97.2	108.4	99.2
CSc1ccc(C2SCC(=O)N2NC(=O)C(O)(c2ccccc2)c2ccccc2)cc1 (stereo not given)	95.9	76.7	70.8	88.8	48.8	96.2	96.5	99.3	84.8
COc1ccc(-c2nnc(SCC(=O)Nc3ccc(C(=O)/C=C/c4ccc(Cl)cc4)cc3)o2)cc1OC	100.8	75.6	89.8	97.9	70.4	81.3	87.4	115.8	-17.1*
COc1ccc(/C=C/C(C)=N/OCC(=O)O)cc1	107.4	96.9	104.5	105.8	106.5	102.2	100.6	98.9	106.3
O=C(NCc1ccco1)Nc1cccc(-c2ccccc2)c1	102.9	103.1	107.1	103.3	x	97.8	111.2	115.6	108.6
CCCCCCCCCCCCCCCCCC1=NC(C)(C)CN1CC(C)O (stereo not given)	3.6*	7.8*	-4.5*	44.1	66.1	10.3	80.9	34.0	94.4
COc1ccc(C)cc1NC(C)=O	103.8	98.5	102.8	105.4	95.2	98.2	96.4	108.7	100.7
CC1SC(c2ccc(Cl)cc2)N(NC(=O)c2cccnc2)C1=O (stereo not given)	89.5	94.5	82.0	86.7	93.1	93.1	100.6	107.6	98.6
O=C(NCCNC(=O)c1ccc(F)cc1)Nc1ccc(-n2cc(-c3ccncc3)c(-c3ccc(Cl)c(O)c3)n2)cc1	15.1	-24.2*	-45.3*	0.7*	20.4	19.5	-8.2*	-80.8*	37.1
CC1(C)CC[C@]2(CO)CC[C@]3(C)[C@@H](NCC[C@@H]4[C@@]5(C)CCCNC(C)(C)[C@@H]5CC[C@]43C)[C@@H]2C1	102.7	93.7	56.1	110.1	103.5	94.8	102.2	103.7	90.1
O=C(c1ccc(Cl)cc1)N1CCN(c2ccnc3cc(Cl)ccc23)CC1	104.3	81.5	81.7	94.9	92.9	95.5	93.6	101.3	70.7

Part of the list above in order of heavy-atom count, high to low.
SMILES	SW-620	HCT-116	HT29	KM12	IGROV1	HCT-15	SK-OV-3	COLO 205	OVCAR-4
COc1ccc(-c2c(C#N)c(-c3ccccc3)nc3c2c(-c2ccc(Cl)cc2)nn3-c2ccccc2)cc1	100.3	93.2	97.5	103.7	107.0	111.2	98.2	107.7	113.5
COc1ccc(-c2nnc(SCC(=O)Nc3ccc(C(=O)/C=C/c4ccc(Cl)cc4)cc3)o2)cc1OC	100.8	75.6	89.8	97.9	70.4	81.3	87.4	115.8	-17.1*
CC1(C)CC[C@]2(CO)CC[C@]3(C)[C@@H](NCC[C@@H]4[C@@]5(C)CCCNC(C)(C)[C@@H]5CC[C@]43C)[C@@H]2C1	102.7	93.7	56.1	110.1	103.5	94.8	102.2	103.7	90.1
CSc1ccc(C2SCC(=O)N2NC(=O)C(O)(c2ccccc2)c2ccccc2)cc1 (stereo not given)	95.9	76.7	70.8	88.8	48.8	96.2	96.5	99.3	84.8
O=C(c1ccc(Cl)cc1)N1CCN(c2ccnc3cc(Cl)ccc23)CC1	104.3	81.5	81.7	94.9	92.9	95.5	93.6	101.3	70.7
CC1SC(c2ccc(Cl)cc2)N(NC(=O)c2cccnc2)C1=O (stereo not given)	89.5	94.5	82.0	86.7	93.1	93.1	100.6	107.6	98.6
O=C1/C(=C/c2ccc(Br)cc2)SC(=S)N1c1cccnc1	104.2	99.8	112.0	107.0	105.5	98.2	97.2	108.4	99.2
COc1ccc(/C=C/C(C)=N/OCC(=O)O)cc1	107.4	96.9	104.5	105.8	106.5	102.2	100.6	98.9	106.3
COc1ccc(C)cc1NC(C)=O	103.8	98.5	102.8	105.4	95.2	98.2	96.4	108.7	100.7

(further entries)
SMILES	SW-620	HCT-116	HT29	KM12	IGROV1	HCT-15	SK-OV-3	COLO 205	OVCAR-4
COc1cc2ncnc(Nc3ccc(O[C@H]4CO[C@H]5[C@@H]4OC[C@@H]5O)c(Cl)c3)c2cc1OC	101.7	92.8	87.2	106.9	50.9	94.9	64.9	105.2	74.9
O=C(Cn1cc(CN2C(=O)c3ccc([N+](=O)[O-])cc3C2=O)nn1)Nc1ccc(Cl)cc1	102.7	103.7	109.6	102.0	103.8	105.0	93.7	118.9	107.6
COc1ccc(Cc2nnc3sc(SCC(=O)c4ccc(C)cc4)nn23)cc1	99.7	x	98.3	96.5	106.8	99.2	95.7	100.9	102.6
COc1ccc(C2=CC(c3cc(OC)c(OC)c(OC)c3)N3C(=O)CSC3=N2)cc1OC (stereo not given)	85.7	74.4	x	69.3	x	78.2	88.9	95.8	75.9
COc1ccc(/C=C/C(=O)c2cccc(OCC(=O)O)c2)cc1	105.2	103.3	112.1	101.9	110.2	105.7	108.4	112.6	115.5
CC1=CCC(C(C)(C)O)CC1O (stereo not given)	104.5	100.0	98.8	101.9	100.9	131.1	103.3	111.7	107.1
CC(=O)c1c(C)[nH]c2c1c(-c1cccc3c1OCO3)nc1ccccc12	98.7	89.4	90.1	86.1	87.0	99.7	99.1	87.7	96.1
N#CC1=C(Nc2ccccc2Cl)SC2(CCCC2)NC1=O	98.2&100.1	100.6&109.0	103.9&112.9	100.4&107.4	102.9&110.0	100.4&101.7	102.5&107.1	109.3&109.3	99.9&107.1
CCOC(=O)/C=C/c1sc(-c2ccc(F)cc2)cc1N	92.0	88.4	97.1	98.1	81.4	80.9	94.5	97.6	98.3
O=C1c2ccccc2C(=O)c2c1oc1oc3c(c(=O)c21)c(=O)n(-c1ccccc1)c1ccccc31	18.6	41.7	84.2	18.9	71.8	66.6	67.3	92.7	18.8
CC(=O)N(C)c1ccccc1C	113.0	104.7	111.7	111.0	122.4	106.6	107.4	109.5	109.8
COc1ccc(C(=O)c2cc3c(N)c(C(=O)Nc4cccc(Cl)c4)sc3nc2C)cc1	35.4	14.9	-3.3*	22.1	47.9	21.0	44.0	-1.5*	49.5
Cc1nn(-c2ccccc2)c(Oc2ccccn2)c1/C=N\N=c1/sc2ccccc2n1C	92.3	40.4	80.9	82.6	95.4	41.9	90.7	64.5	105.1
O=C(O)CC(NC(=O)OCc1ccccc1)C(=O)O (stereo not given)	x	102.1	102.4	106.3	119.8	113.8	111.6	116.5	101.2
COc1ccc2oc(=O)cc(COc3ccc(N=Cc4ccccn4)cc3)c2c1	102.4	83.3	86.5	98.1	104.0	96.4	106.0	97.7	111.7
Cc1cccc2c(=O)c3c(sc12)c(N1CCNCC1)nc1ccccc13	27.6	26.9	6.4*	51.3	33.6	25.9	x	x	73.9
O=C1c2c(c3c4cccnc4[nH]c3c3ccc4ccccc4c23)C(=O)N1CCO	57.6	60.2	75.6	x	67.7	72.1	84.8	78.4	105.3
COc1ccc(Br)cc1/C=N\NS(=O)(=O)c1ccc(C)cc1	76.9	79.1	104.5	78.3	115.3	98.3	86.3	102.4	93.5
COc1ccc(C(=O)/C(=N/Nc2ccccc2)c2ccc(OC)cc2)cc1	93.5	78.5	80.5	90.0	91.5	76.1	104.4	99.9	87.2
CN(C)CCN1CCN(c2ncccc2C2Nc3ccccc3-n3cccc32)CC1 (stereo not given)	97.8	105.1	101.4	105.3	104.8	101.0	107.4	-48.6*	112.7
CC1(C)NC2=C(C(Nc3cccnc3)N1)C(c1ccc(Cl)cc1)C(C(=O)c1ccc(N=[N+]=[N-])cc1)O2 (stereo not given)	100.5	94.3	100.7	101.3	103.8	105.1	100.2	115.9	106.8
Cc1nn(-c2ccc(F)cc2)c(C)c1N=Nc1ccc(Br)cc1	99.7	65.3	57.0	68.8	91.0	83.3	84.6	89.6	90.1
CC(=O)CCNc1ccc2c(c1)C(=O)c1ccccc1C2=O	106.4	108.8	91.9	89.0	95.3	92.1	92.6	107.1	120.3
C#CC1(O)CCC2C3CCc4cc(OC)ccc4C3CCC21C (stereo not given)	95.9	96.1&92.7	120.9&106.9	91.3&94.8	107.9	112.6&86.2	107.1&134.7	97.7&115.1	114.6&102.8
COc1ccc(C(Cc2ccccc2)NCCN2CCOCC2)cc1 (stereo not given)	106.9	95.9	87.7	103.8	91.8	99.8	101.8	96.1	98.7
Oc1ccccc1N=Cc1c(O)ccc2ccccc12	85.7	70.6	82.9	59.1	58.9	77.8	84.6	108.0	74.8
CC1CCC(C)N(C)C1 (stereo not given)	112.5	97.9	x	110.1	106.0	117.4	102.4	109.6	107.2
O=C(O)C(O)c1ccc(Cl)cc1Cl (stereo not given)	105.8	92.5	94.4	106.2	105.7	102.6	96.7	95.1	107.2
COc1ccc(C(=O)Nc2ccc(Sc3cc4cc(OC)c(OC)cc4nc3C)cc2)cc1OC	107.9	100.7	100.9	97.9	93.4	107.8	72.0	83.9	97.5
Oc1ccc(-c2nc3ccccc3s2)cc1CN(Cc1ccccn1)Cc1ccccn1	20.1	15.5	25.7	24.8	15.0	15.2	7.0*	16.0	18.0
O=C(Nc1nc(-c2ccc(Cl)cc2)cs1)c1cc(O)c(O)c(O)c1	25.3	17.7	71.9	51.3	15.7	18.8	43.4	77.6	27.8
CC1=C(Nc2ccc(N3CCN(C)CC3)cc2)C(=O)c2cncnc2C1=O	75.8	6.4*	112.1	91.2	1.6*	94.2	110.9	124.1	-98.1*
CN1CCN(C(=O)[C@@]2(C)CC[C@]3(C)CC[C@]4(C)C(=CC[C@@H]5[C@@]6(C)C/C(=C/c7ccncc7)C(=O)C(C)(C)[C@@H]6CC[C@]54C)[C@@H]3C2)CC1	31.6	12.0	10.9	36.6	56.7	30.2	55.2	x	37.9
O=C1/C(=N\O)C(c2ccccc2)Oc2ccccc21 (stereo not given)	97.9	94.0	112.9	110.9	x	96.7	108.6	121.2	89.2
